Source: PubChem BioAssay (National Center for Advancing Translational Sciences (NCATS))
GLP1R ag = activates the human GLP-1 receptor | P43220 | HEK293 GLP-1R CRE-luciferase, luminescence, 4-6 h; cells express a hypersensitive GLP-1R form | Potency, µM (highest dose often 45.6 µM), for the others: top-dose activation, most hits filed as activators | 380,000 tested, 0.007% active | AID 624172; note: % of control where 0% means no effect
Target sequence (P43220 whole entry, looked up): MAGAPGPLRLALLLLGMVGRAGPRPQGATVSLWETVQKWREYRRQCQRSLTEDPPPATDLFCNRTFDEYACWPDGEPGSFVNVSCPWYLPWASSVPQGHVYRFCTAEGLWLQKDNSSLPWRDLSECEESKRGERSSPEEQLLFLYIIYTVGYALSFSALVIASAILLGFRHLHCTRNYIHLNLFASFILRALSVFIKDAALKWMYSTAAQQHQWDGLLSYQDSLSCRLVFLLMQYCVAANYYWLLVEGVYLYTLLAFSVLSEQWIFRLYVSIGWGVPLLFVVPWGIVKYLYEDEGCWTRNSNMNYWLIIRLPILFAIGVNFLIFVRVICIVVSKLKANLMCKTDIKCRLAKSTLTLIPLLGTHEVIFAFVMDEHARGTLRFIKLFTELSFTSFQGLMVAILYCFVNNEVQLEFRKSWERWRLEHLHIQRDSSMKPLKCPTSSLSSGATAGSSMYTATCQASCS
SW480 rereplic = inducers of DNA re-replication in SW480 colon cancer cells; Potency, µM (titrated, usually from 46.1 µM), inactives show at the highest dose re-replication activation, actives largely listed as activators; SW480 DNA re-replication, Hoechst DNA content imaging, 48 h; 340,000 tested, 1.8% active; AID 624297; note: % of control where 0% means no effect; nearly all actives have a fitted effect of over 55% in size
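First, 250 cells per well were seeded. Next, compound or vehicle (23 nL) was pinned in, plates sat 48 hr at 37 C. Finally Hoechst was added for 40 min before fluorescence scanning.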
GLP1R inv ag = GLP-1 receptor (human) inverse agonism; P43220; HEK293 GLP-1R CRE-luciferase, luminescence, 24 h; GLP-1R form is constitutively active; Potency, µM (series often up to 38.3 µM), without a hit: top-dose activity change, negative = inhibition, usual class: inhibitors; 410,000 tested, 1.6% active; AID 624417; note: % is set by controls: 0 for no effect and ±100 for the full control effect; nearly all actives have a fitted effect of over 55% in size
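Inverse agonism was detected as reduced cAMP-driven luciferase luminescence after 24 h compound treatment. The cells were HEK293 clones expressing constitutively active human GLP-1R with the reporter. Reporter-only and GPR119 cell lines served as counterscreen controls.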
HT1080-NT tox = kills 2HG-producing HT-1080-NT fibrosarcoma cells. HT-1080-NT fibrosarcoma viability, CellTiter-Glo ATP luminescence, 48 h. Potency, µM (top dose mostly 46.1 µM), without a hit: top-dose activity, negative = less viability, usual class: cytotoxic. 360,000 tested, 1.6% active. AID 686970;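 note: NT is the 2HG producing partner of a matched IDH1 knockdown line; 0% = DMSO-treated cells and -100% = media-only wells without cells; nearly all actives have a fitted effect of over 55% in size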
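HT-1080-NT fibrosarcoma cells (2HG-overproducing), 750 cells/well in RPMI with 5% FBS, dosed after 2 h and incubated 48 h at 37C. CellTiter-Glo luminescence normalized to DMSO and no-cell wells; concentration-response curves fitted and classed.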
GLP1R cytotox = cytotoxicity counter-screen for GLP-1 receptor inverse agonists | HEK293 cAMP-luciferase reporter cells, luminescence, 24 h | Potency, µM (highest dose often 38.3 µM), for inactives: at the top dose activity change, negative = inhibition, actives largely listed as inhibitors | AID 624418 | 410,000 tested, 0.13% active;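 note: loss of luciferase light is scored as toxicity; % is set by controls: 0 for no effect and ±100 for the full control effect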
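Luminescence readout: signal drop marks cytotoxicity. Plated cells grew 12 h at 37 °C, 5% CO2, received 23 nL compound for 24 h, then got luciferase reagent, read after 12 min at RT.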
KB-V1 cytotox = kills drug-selected multidrug resistant KB-V1 cells | KB-V1 MDR cells viability, CellTiter-Glo, 72 h | Potency, µM (titrated, usually from 46.1 µM), for the others: at the highest dose activity change, negative = cytotoxicity, usual class: cytotoxic | 400,000 tested, 3.4% active | AID 1347076; note: % is set by controls: 0 for no effect and ±100 for the full control effect; nearly all actives have a fitted effect of over 60% in size
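Cytotoxicity via CellTiter-Glo luminescence after 72 h compound exposure at 37 degrees C. Cells: drug-selected KB-V1 line, DMEM phenol-red free plus 10% FBS. Compounds tested at multiple concentrations; normalized data fitted to concentration-effect curves.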
TDP43 rescue = inhibitors of TDP-43 toxicity in yeast; AID 652104; Potency, µM (series often up to 46.1 µM), inactives show at the top dose growth rescue (activation), most hits filed as activators; 410,000 tested, 1.8% active; TDP-43 expressing yeast growth rescue, BacTiter-Glo, 24 h; note: % of control where 0% means no effect; nearly all actives have a fitted effect of over 50% in size
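Luminescence from BacTiter-Glo reports growth of TDP-43-expressing yeast after 24 hr at 30 deg C with compound. Cells were raffinose-pregrown to mid-log, then seeded in galactose medium at OD600=0.02.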
HT1080 IDH1KD tx = toxicity to HT-1080 IDH1 knockdown cells (counter line) | HT-1080 IDH1 knockdown viability, ATP luminescence, 48 h | Potency, µM (highest dose often 46.1 µM), for the others: at the top dose activity, negative = toxicity, hits mostly cytotoxic | 360,000 tested, 2% active;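 note: 0% = DMSO wells and -100% = cell-free medium wells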
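Cytotoxicity counter-line: IDH1KD HT-1080, 48 h, CellTiter-Glo. Curves classed by r2, magnitude and activity.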
KB-3-1 cytotox = kills parental KB-3-1 adenocarcinoma cells; KB-3-1 viability, CellTiter-Glo ATP luminescence, 72 h; Potency, µM (series often up to 46.1 µM), inactives show at the highest dose activity change, negative = cytotoxic, usual class: cytotoxic; 400,000 tested, 1.4% active; note: % is set by controls: 0 for no effect and ±100 for the full control effect; nearly all actives have a fitted effect of over 60% in size
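Viability of parental KB-3-1 cells, measured by CellTiter-Glo luminescence, followed a 72 h incubation at 37 °C with pinned compounds in phenol-red-free DMEM containing 10% FBS.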
The depositor's hits bear a star; ? = inconclusive; · = not tested or not shown; [ ] = remark or other dose. Calls come from the whole dose curve; as a rule, active = well fitted curve in the direction sought with a large enough effect; inconclusive = small, poorly fitted or top-dose-only effect, or another doubt; inactive = no such curve, though single readings can be large; an effect the other way counts as inactive or inconclusive. Potency is the fitted concentration of half-maximal effect.

no.	smiles	HT1080-NT tox	KB-3-1 cytotox	TDP43 rescue	GLP1R ag	GLP1R inv ag	SW480 rereplic	KB-V1 cytotox	GLP1R cytotox	HT1080 IDH1KD tx
1	CCOC(=O)c1sc2ccccc2c1S(=O)(=O)NCc1ccccc1OC	·	-5%	23%	·	?	·	-5%	1%	·
2	COc1cc(NC(=S)N2CCC(C(N)=O)CC2)cc(OC)c1	18%	10%	-7%	-11%	10%	-1%	?	-3%	18%
3	Cc1ccc(NC(=O)c2cc3c(-c4ccccc4)nn(-c4ccccc4)c3s2)cc1	·	0%	25%	-4%	-9%	·	?	-3%	·
4	O=C(NCCc1ccccc1)C(=O)NCC1OCCN1S(=O)(=O)c1ccc(F)cc1 (stereo not given)	-9%	-1%	-4%	2%	-12%	17%	-26%	-7%	-1%
5	O/N=C/c1cccc[n+]1CCCCCC[n+]1ccccc1/C=N/O	18%	0%	-21%	-7%	11%	17%	0%	-8%	13%
6	COc1ccc(C(=O)Oc2cc(C)[nH]c(=O)c2[N+](=O)[O-])cc1	0%	11%	0%	-1%	-7%	0%	19%	-8%	5%
7	C=CCNC(=O)C1CC(=O)N(c2ccc(OCC(=O)Nc3ccc(CC)cc3)cc2)C1 (stereo not given)	11%	0%	6%	-6%	7%	-3%	9%	-2%	17%
8	CCOc1ccccc1NC(=O)C1CCC(=O)N1S(=O)(=O)c1ccc(C)cc1 (stereo not given)	1%	7%	25%	-3%	-1%	-3%	-3%	1%	7%
9	COc1cccc(NC(=O)Cn2c(=O)n(Cc3ccco3)c(=O)c3cc(OC)c(OC)cc32)c1	·	-7%	8%	2%	5%	·	-26%	-10%	·
10	Cn1ncc(Cl)c1C(=O)NC1C2CC3CC(C2)CC1C3 (stereo not given)	-9%	2%	?	-5%	?	-12%	-13%	1%	-6%
11	Cc1[nH]c2ccccc2c1-c1nc2ccccc2[nH]c1=O	0%	10%	-4%	20%	45%[activator]	-2%	16%	-6%	2%
12	CC(=O)NC(c1cccc(F)c1)c1nc(-c2csc3ccccc23)cs1 (stereo not given)	-24%	?	?	9%	?	·	?	6%	-16%
13	COC(=O)c1ccc(NC(=O)Nc2ccc([N+](=O)[O-])cc2)cc1	-1%	0%	9%	2%	-25%	1%	-6%	-35%	-1%
14	CC1(C)Cc2ccccc2C(C(Cc2ccccc2)C(N)=O)=N1 (stereo not given)	9%	-7%	10%	3%	-1%	1%	-27%	16%	5%
15	CC(C)(C)c1ccc(CSc2ccc(S(=O)(=O)N3CCOCC3)cn2)cc1	-26%	-3%	23%	18%	?	6%	11%	-4%	-14%
16	CCC(=O)N1CCN(c2ccc(Cl)cc2NC(=O)c2ccc3c(c2)OCCO3)CC1	-1%	21%	25µM*	7%	-3%	-3%	5.2µM*	-22%	-10%
17	NC(c1ccccc1)c1csc(NC(=O)Nc2cccc(C(F)(F)F)c2)n1 (stereo not given)	18µM*	?	7%	-15%	?	·	?	?	-27%
18	O=C(NCc1ccncc1)C(=O)NCC1OCCN1S(=O)(=O)c1ccc(Cl)cc1 (stereo not given)	-2%	22%	17%	-10%	-18%	-2%	20%	12%	0%
19	Cc1ccc(C2=NOC(C)(c3nnc(-c4ccccc4)o3)C2)cc1 (stereo not given)	7%	1%	-9%	21%	-16%	0%	?	-9%	7%
20	C=CCNC(=S)Nc1cc(C)ccn1	12%	0%	25%	6%	10µM*	?	-14%	?	1%
21	CC1=C(C(=O)N(C(C)C)C(C)C)CC(CC(=O)NC2CCCC2)C(=O)N1CCC1=CCCCC1 (stereo not given)	6%	0%	19%	7%	-27%	·	0%	-13%	13%
22	Cc1occc1-c1nnc(SCC(=O)Nc2nc(C(C)(C)C)cs2)o1	?	0%	-3%	9%	0%	?	?	-18%	?
23	O=C(NCCN1CCCC(O)C1)c1cc(COc2c(F)cccc2F)on1 (stereo not given)	-2%	13%	-1%	-5%	-28%	-1%	7%	3%	14%
24	CCOC(=O)C1=C(COC(=O)c2ccc(Cl)c(S(=O)(=O)N3CCOCC3)c2)NC(=O)NC1C (stereo not given)	-6%	?	-4%	5%	19%	-1%	?	1%	-6%
25	Cc1cccc(C)c1-n1c(SCC(=O)NCc2ccco2)nc2ccccc2c1=O	2%	14%	23%	-17%	?	14%	-6%	-13%	0%
26	CC(C)OP(=O)(OC(C)C)C(NC(=O)c1ccccc1Br)C(N)=O (stereo not given)	26%	-12%	-12%	0%	14%	19%	-18%	-10%	-4%
27	COC(=O)c1nc2n(n1)C(c1ccc([N+](=O)[O-])cc1)C(C(=O)Nc1ccc(Cl)cc1)=C(C)N2 (stereo not given)	2%	-1%	13%	0%	1%	-3%	3%	2%	1%
28	CCN(CC)CCC(c1ccc(N(C)C)cc1)c1c(OC)cc(OC)c2ccc(=O)oc12 (stereo not given)	-2%	1%	18%	9%	-1%	-5%	21%	-31%	-9%
29	C/C=C/c1ccc(OCCCCn2cncn2)c(OC)c1	1%	-4%	-5%	10%	1%	-3%	3%	13%	9%
30	CCN1CCN(Cc2ccc(NC(=O)Nc3ccccc3OC)cc2)CC1	-4%	18%	13%	9%	?	0%	2%	-19%	0%
31	COc1ccc2c(c1)-c1ccccc1S(=O)(=O)N2C(C)=O	?	-10%	-12%	-3%	-5%	-12%	2%	-1%	?
32	COc1cccc(NC(=O)C2CCN(Cc3cnn(-c4ccccc4)c3-n3cccc3)CC2)c1	-13%	?	-1%	-5%	?	?	?	-9%	-9%
33	CCN(C(=O)COC(=O)c1ccc2c(=O)n3c(nc2c1)CCC3)C1CCS(=O)(=O)C1 (stereo not given)	21%	16%	-2%	-1%	12%[0.307 µM]	0%	0%	0%[0.307 µM]	15%
34	Cc1csc2nc(O)c(C(=O)NC3CCCCC3)c(=O)n12	-8%	-29%	-57%[inhibitor]	-6%	?	15%	21µM*	21%	1%
35	COc1ccccc1-n1c(SCC(N)=O)nc2c(c1=O)SCC2	2%	0%	1%	-3%	14%	-7%	-6%	4%	2%
36	Cc1cc(C)cc(N(C(=O)c2cc3ccccc3oc2=O)C2C=CS(=O)(=O)C2)c1 (stereo not given)	-1%	-5%	9%	0%	-4%	-1%	-1%	9%	-4%
37	O=C(Cn1cc(C(=O)C(F)(F)F)c2ccccc21)N1CCCCCC1	·	-14%	15%	1%	?	·	-26%	-6%	·
38	O=C(O)c1ccccc1C(=O)OCCCCOC(=O)c1ccccc1C(=O)O	11%	9%	-25%	-9%	6%	-4%	3%	-1%	-9%
39	COc1ccc(Nc2nc(C(C)(C)C)nc3c2nnn3Cc2ccccc2Cl)cc1OC	-2%	?	10%	-2%	-11%	-1%	?	26%	-1%
40	C=CCNC(=O)CCCOc1cccc(C)c1	4%	9%	-2%	9%	-7%	0%	19%	-12%	10%
41	CC1(C(=O)NCC2CC2)Cc2c(-c3cccc(C(N)=O)c3)ccnc2O1 (stereo not given)	-16%	-11%	13%	9%	-3%	·	?	-23%	0%
42	COC(=O)Oc1ccc(/C=N/NC(=O)CSCc2ccc(Cl)cc2)cc1OC	-13%	-27%	12%	11%	-7%	0%	-16%	0%	-26%
43	O=C(Nc1ccccc1)c1snc2c(=O)[nH]cnc12	11%	?	0%	14%	23%	-121%[inhibitor]	4.1µM*	4%	10%
44	CC(C)(C)NC(=O)NC(=O)COC(=O)Cc1coc2ccc3ccccc3c12	-17%	3%	?	11%	?	-4%	22%	-4%	-14%
45	CCOC(=O)c1ccccc1NC(=O)CN1CCC(n2nnc3cc(F)ccc32)CC1	20%	10%	6%	9%	8%	13%	0%	3%	10%
46	COc1ccc(NC(=O)N2C3CCCC2CC(NC(=O)c2ccccc2)C3)cc1 (stereo not given)	-1%	6%	-9%	13%	-16%	-21%	1%	1%	1%
47	CCCN(C(=O)Cc1nc(N)n[nH]1)C1(C(=O)Nc2c(C)cccc2C)CCCCC1	10%	0%	-4%	4%	3%	-5%	19%	-7%	-1%
48	CC(C)S(=O)(=O)c1nsc2nc(=O)c(/C=C3\C=Nc4ccccc43)c(N)n12	18%	0%	16%	-2%	-18%	-2%	28%	?	7%
49	Cc1ccccc1C(=O)N1CCC(c2nc3ccccc3s2)CC1	·	-11%	0%	·	-18%	·	?	-6%	·
50	CCC(=NC1CC(C)(C)NC(C)(C)C1)C1=C(O)CC(C)(C)CC1=O	16%	5%	5%	-2%	3%	1%	2%	-3%	10%
51	NC(=O)C(Cc1ccccc1)NC(=O)C12CC3CC(CC(C3)C1)C2 (stereo not given)	-3%	3%	-14%	8%	33%	-1%	11%	-2%	2%
52	CC(=O)Nc1ccc(S(=O)(=O)Nc2nc3nc(-c4ccccc4)cc(-c4ccccc4)n3n2)cc1	21%	2%	10%	-2%	35%[activator]	-10%	-4%	19%	0%
53	CCn1cc(C(=O)NCc2ccc3c(c2)OCO3)c(=O)c2cc(S(=O)(=O)N3CCOCC3)ccc21	-7%	2%	3%	10%	35%[activator]	-3%	-14%	2%	-14%

4 records drawn at random from the list so far:
no.	smiles	HT1080-NT tox	KB-3-1 cytotox	TDP43 rescue	GLP1R ag	GLP1R inv ag	SW480 rereplic	KB-V1 cytotox	GLP1R cytotox	HT1080 IDH1KD tx
11	Cc1[nH]c2ccccc2c1-c1nc2ccccc2[nH]c1=O	0%	10%	-4%	20%	45%[activator]	-2%	16%	-6%	2%
18	O=C(NCc1ccncc1)C(=O)NCC1OCCN1S(=O)(=O)c1ccc(Cl)cc1 (stereo not given)	-2%	22%	17%	-10%	-18%	-2%	20%	12%	0%
17	NC(c1ccccc1)c1csc(NC(=O)Nc2cccc(C(F)(F)F)c2)n1 (stereo not given)	18µM*	?	7%	-15%	?	·	?	?	-27%
48	CC(C)S(=O)(=O)c1nsc2nc(=O)c(/C=C3\C=Nc4ccccc43)c(N)n12	18%	0%	16%	-2%	-18%	-2%	28%	?	7%
